TDP1 cell noCPT: qHTS for Inhibitors of human tyrosyl-DNA phosphodiesterase 1 (TDP1): qHTS in cells in absence of CPT; 420,000 tested, 15% active; Potency, µM (doses to about 46.2 µM), inactives show top-dose activity change, negative = growth inhibition, actives largely listed as inhibitors; DT40 Tdp1-/- hTDP1 cells, no CPT, ATP luminescence, 48 h; further: nearly all actives have a fitted effect of over 55% in size
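Readout: luminescence from CellTiter-Glo after 30 min in the dark at RT. Cells: DT40 Tdp1-/- with stable hTDP1, 400/well. Exposure: compounds alone, ≥48 hr, 37 °C.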
GCN5L2 inh: qHTS Assay for Inhibitors of GCN5L2; Potency, µM (doses to about 58.9 µM), without a hit: at the highest dose activity change, negative = inhibition, hits mostly inhibitors; 390,000 tested, 0.21% active; Histone acetyltransferase KAT2A (Homo sapiens), Q92830; GCN5L2 HAT assay, ThioGlo1 CoA-SH fluorescence
Target sequence (Q92830 whole entry, looked up): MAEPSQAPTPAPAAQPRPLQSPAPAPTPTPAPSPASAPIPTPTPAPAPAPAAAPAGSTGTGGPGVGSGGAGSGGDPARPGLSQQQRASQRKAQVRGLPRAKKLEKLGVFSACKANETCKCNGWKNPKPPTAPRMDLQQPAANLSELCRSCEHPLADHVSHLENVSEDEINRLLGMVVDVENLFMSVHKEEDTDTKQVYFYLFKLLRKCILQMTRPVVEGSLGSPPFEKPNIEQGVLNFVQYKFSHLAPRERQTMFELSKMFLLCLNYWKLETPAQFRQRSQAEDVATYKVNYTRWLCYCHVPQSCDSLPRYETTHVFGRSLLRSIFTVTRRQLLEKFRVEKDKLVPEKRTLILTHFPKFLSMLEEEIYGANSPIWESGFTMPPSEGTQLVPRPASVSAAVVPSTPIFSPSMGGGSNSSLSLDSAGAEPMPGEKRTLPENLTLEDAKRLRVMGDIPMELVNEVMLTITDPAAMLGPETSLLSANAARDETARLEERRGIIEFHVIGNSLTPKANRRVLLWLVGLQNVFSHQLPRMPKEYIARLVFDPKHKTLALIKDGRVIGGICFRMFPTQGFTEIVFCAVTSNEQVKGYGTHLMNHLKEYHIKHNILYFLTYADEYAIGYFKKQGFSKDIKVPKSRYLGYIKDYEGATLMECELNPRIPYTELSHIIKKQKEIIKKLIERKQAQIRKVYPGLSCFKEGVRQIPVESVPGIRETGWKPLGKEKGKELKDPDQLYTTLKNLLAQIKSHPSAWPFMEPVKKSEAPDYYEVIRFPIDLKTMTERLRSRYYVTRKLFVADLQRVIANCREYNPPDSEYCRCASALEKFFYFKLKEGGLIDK
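Free CoA generated was detected with ThioGlo1 (50uM) fluorescence at Ex340nm/Em540nm, read immediately and after 20 min at room temperature. Enzyme, 20 nM in HEPES pH 7.5 buffer, saw compounds 15 min before adding 75uM H3(1-25) peptide and 70uM acetyl-CoA.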
DT40 TDP1 CPT: qHTS for Inhibitors of human tyrosyl-DNA phosphodiesterase 1 (TDP1): qHTS in cells in presence of CPT | chicken DT40 Tdp1-/-;hTDP1 cells + 20 nM CPT, ATP luminescence, 48 h | Potency, µM (top dose mostly 46.2 µM), without a hit: top-dose activity change, negative = growth inhibition, actives largely listed as inhibitors | 420,000 tested, 12% active | AID 686979, 2013; further: nearly all actives have a fitted effect of over 55% in size
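Chicken DT40 Tdp1-/- cells complemented with human TDP1, 400 cells/well, exposed to compounds plus 20 nM camptothecin for at least 48 h at 37 C; viability read as ATP content by CellTiter-Glo luminescence.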
Numbers without * were called inactive; ? = inconclusive; / = not tested or not shown; & = joins results of further samples; [ ] = another dose, or the depositor's remark. The call rests on the fitted dose curve; in most records, active means well fitted curve in the direction sought with a large enough effect; inconclusive means small, poorly fitted or top-dose-only effect, or another doubt; inactive means no such curve, though single readings can be large; an effect the other way counts as inactive or inconclusive. On the % scale 0 is the no-effect control and ±100 the full control effect; potency means the concentration at half of the fitted maximal effect.

SMILES | TDP1 cell noCPT | GCN5L2 inh | DT40 TDP1 CPT
Cc1nn(C)c(C)c1NS(=O)(=O)c1c(C)n[nH]c1C | -1% | -4% | -3%
CCCn1c(SCC(=O)NNC(=O)c2ccc(OC)cc2)nnc1C(C)C | 3% | -4% | -3%
CC1(C(=O)NNC(=O)c2ccc(=O)oc2)CC1Br (stereo not given) | -30% | -15% | -14%
Cc1ccc(NC(=O)CNCC(c2ccccc2)N(C)C)cc1F (stereo not given) | -14% | -3% | -11%
Cc1ccc(C(=O)NNC(=O)c2csc(N3CCOCC3)n2)o1 | 11% | ? | -5%
O=C(OCCNc1nc(-c2ccccc2)nc2ccccc12)c1ccncc1 | -3% | -1% | -20%
Cc1cc(NC(=O)OC(C)(C)C)c(-n2nnnc2C(C(=O)c2ccccc2)N2CCOCC2)cc1C (stereo not given) | -29% | / | -22%
COc1ccc(CCNC(=O)Cn2c(=O)c3cccn3c3ccc(F)cc32)cc1OC | ? | -10% | -25%
Cn1c(=O)[nH]c(=O)c2c1nc(Br)n2Cc1ccccc1Cl | ? | -4% | -5%
Cc1[nH]c(=O)[nH]c(=O)c1S(=O)(=O)N1CCCC(C(=O)NCc2ccc3c(c2)OCO3)C1 (stereo not given) | 1% | -17% | 13%
c1ccc(C(Nc2cccnc2)c2ccccc2)cc1 | ? | / | ?
Cc1c(O)ccc2c3c(c(=O)oc12)CCC(C)C3 (stereo not given) | 12µM* | -5% | 23µM*
CC1=C(C(=O)N(C)C)CC(CC(=O)NCC2CCCCC2)C(=O)N1CCCN1CCCC1=O (stereo not given) | 13% | / | 8%
CCN(Cc1ccncc1)C(=O)C1CCC(=O)N(Cc2ccc(Cl)cc2)C1 (stereo not given) | 5% | -14% | -2%
C=CCN(C(=O)CCC(=O)O)C1CC(=O)N(c2ccc(OCCC)cc2)C1=O (stereo not given) | 26µM* | -8% | 23µM*
Cc1ccc(CNS(=O)(=O)c2ccc(C(C)(C)C)cc2)n1C | -19% | -8% | -17%
CC1(C)CCC(=O)c2ccccc21 | 4% | / | 14%
C=CCn1c(SCc2nc3ccccc3[nH]2)nnc1-c1cccc(OC)c1 | -24% | -8% | ?
CC(=O)OC(C)(C)C1Cc2cc3ccc(=O)oc3cc2O1 (stereo not given) | 16%&-15% | ? | -14%&10%
CC(C)(C)OC(=O)NNC(=S)NCc1ccc(Cl)cc1 | ? | 2% | -1%
COc1ccc(CN2CCc3c(c(=O)n4ncc(C(=O)N5CCN(c6ccccc6F)CC5)c4n3C)C2)cc1 | 8.2µM* | -22% | 18µM*
Cc1cn([C@H]2C[C@H](O)[C@@H](CCC(=O)NCCCn3ccnc3)O2)c(=O)[nH]c1=O | 13% | -3% | 15%
COc1ccc(-c2cc(-c3ccc(OC)c(OC)c3)n[nH]2)c(O)c1 | 21µM* | -24% | 26µM*
CC1CCC(NC(=O)N(CCCl)N=O)CC1 (stereo not given) | -22%&-25% | 9% | ?
O=C(NCCC1=CCCCC1)C1CCN(S(=O)(=O)N2CCOCC2)CC1 | -27% | -7% | -27%
COc1cccc(C2SCC(=O)N2c2ccc(C)cc2)c1OC (stereo not given) | ? | 0% | ?
Cc1ccc(N2CCN(C(=O)c3ccccc3NC(=O)C3CC=CCC3C(=O)O)CC2)cc1 (stereo not given) | -14% | -6% | -15%
C/C(CC(=O)Nc1ccc2c(c1)OCO2)=N\NC(=O)OC(C)(C)C | 10% | -2% | -1%
Cc1ccccc1CN1c2ccccc2-c2nc(SCC(=O)Nc3cc(F)ccc3F)ncc2S1(=O)=O | 10µM* | -5% | ?
CN1C(=O)/C(=C2\SC(=S)N(NC(=O)c3cccnc3)C2=O)c2ccccc21 | -2% | -10% | -6%

Part of the list above, as comma-separated lines:
canonical_smiles,TDP1 cell noCPT,GCN5L2 inh,DT40 TDP1 CPT
O=C(NCCC1=CCCCC1)C1CCN(S(=O)(=O)N2CCOCC2)CC1,-27%,-7%,-27%
COc1cccc(C2SCC(=O)N2c2ccc(C)cc2)c1OC (stereo not given),?,0%,?
Cc1ccc(N2CCN(C(=O)c3ccccc3NC(=O)C3CC=CCC3C(=O)O)CC2)cc1 (stereo not given),-14%,-6%,-15%

5 compounds picked at random from those above, as already listed:
SMILES | TDP1 cell noCPT | GCN5L2 inh | DT40 TDP1 CPT
CC1CCC(NC(=O)N(CCCl)N=O)CC1 (stereo not given) | -22%&-25% | 9% | ?
CC1(C)CCC(=O)c2ccccc21 | 4% | / | 14%
C=CCn1c(SCc2nc3ccccc3[nH]2)nnc1-c1cccc(OC)c1 | -24% | -8% | ?
COc1ccc(-c2cc(-c3ccc(OC)c(OC)c3)n[nH]2)c(O)c1 | 21µM* | -24% | 26µM*
Cc1ccc(CNS(=O)(=O)c2ccc(C(C)(C)C)cc2)n1C | -19% | -8% | -17%

The listing continues:
SMILES | TDP1 cell noCPT | GCN5L2 inh | DT40 TDP1 CPT
CCOC(=O)Cc1csc(NC(=O)c2cc(=O)c3ccccc3o2)n1 | ? | 8% | ?
COc1ccc(C(=O)N/N=C/c2ccc(OC(=O)c3ccccc3)cc2)cc1 | -16% | -7% | -12%
COc1ccc(/C=C2\CCCC3C2=NC(=S)NC3c2ccc(OC)cc2)cc1 (stereo not given) | ? | -5% | -2%
CCN(CC)CCN1C(=O)C2C(C(=O)Nc3ccc(Br)cc3)C3C=CC2(O3)C1C(=O)NC1CCCCC1 (stereo not given) | 5% | -2% | 4%
CCOc1ccc(C)cc1S(=O)(=O)n1ccnc1 | 4% | -8% | 0%
O=C(NCCSc1c(-c2ccccc2)[nH]c2ccccc12)c1cc2ccccc2oc1=O | ? | -10% | ?
O=C(Nc1c(Cl)cc(Cl)cc1-c1nc2ccccc2s1)c1ccc(Br)o1 | ? | -14% | ?
CNC(=O)c1ccc(NC(=O)C2CCN(c3ncnc4sc(C)c(C)c34)CC2)cc1 | ? | -4% | ?
Cc1cc(C)c2nc(-c3ccccn3)cc(C(=O)Nc3ccc(S(=O)(=O)Nc4cc(C)on4)cc3)c2c1 | -48% | ? | ?
CCCN(CCC)S(=O)(=O)c1ccc(C(=O)N2CCN(C)CC2)cc1 | -6% | -18% | -7%
COc1ccc(C(=O)NCC(=O)OCC(=O)c2ccc3c(c2)NC(=O)CO3)cc1 | 18% | 2% | 2%
CCOC(=O)c1[nH]cnc1C(=O)Nc1cccc(Cl)c1 | -10% | 7% | 3%
CC1(C(=O)NS(=O)(=O)C2CC2)CCN(C(=O)CSc2ccccc2)C1 (stereo not given) | 13% | / | -22%
C/C(=N\OCC(=O)N/N=C/c1ccccc1)c1cccs1 | 5% | -4%[0.501 µM] | -12%
COC(=O)Cc1cc(=O)n(-c2ccccc2)[nH]1 | 1% | 1% | 2%
CCOc1ccc(C(=O)n2cc(C(=O)OC)c3ccccc32)cc1 | 13µM* | -10% | ?
CSCC[C@H](NC(=O)OC(C)(C)C)C(=O)NCC1CCC(C(=O)O)CC1 (stereo not given in full) | 28% | -2% | 5%
COc1ccc(CCC(=O)NNC(=S)Nc2cccc(C(C)=O)c2)cc1 | -3% | 3% | 10%
Cc1cc(C)cc(OCC(=O)OCCN2C(=O)c3ccccc3C2=O)c1 | -26% | -3%[0.501 µM] | -10%
CCN(CC)CCn1c2ccccc2c2cnc(N)c(C#N)c21 | 21µM* | -2% | ?
COC(=O)CSc1nc(N)c(C#N)c(-c2ccc(O)cc2)c1C#N | 16% | -10% | 7%
Cc1c(C(=O)NCc2ccccc2CN2CCCC2)oc2c(F)cccc12 | ? | -5% | ?
COc1ccc(N2CCN(S(=O)(=O)CCNC(=O)C3CC3)CC2)cc1 | -4% | -6% | -3%
Cc1cccc(C)c1NC1=NC2(CCCCC2)N=C(N)N1 | 9% | -12% | -15%
Cc1ccc(S(=O)(=O)N2CCOCC2)cc1NC(=O)COC(=O)c1cccnc1Cl | -6% | -1% | 2%
Cc1ccc(-c2csc(=Nc3ccccc3)n2CCCO)cc1 | 10µM* | -14% | 16µM*
CCOC(=O)C1CCN(C(=O)CCc2ccc(S(=O)(=O)NC(C)C)cc2)CC1 | -20% | -21% | -19%
COc1cc2c(cc1OC)C(COc1ccccc1OC)N(C(=O)c1ccco1)CC2 (stereo not given) | -2% | -7% | 1%
COCCCn1cnc2c(c1=O)c1nc3ccccc3nc1n2-c1ccc(C)cc1 | ? | -2% | ?
O=C(CCCn1c(=O)oc2ccccc21)NNC(=O)COc1ccc(F)cc1 | 1% | 0% | -6%
O=C(/C=C/Nc1ccccc1Oc1ccccc1)c1ccco1 | ? | -13% | 2%
COc1ccccc1C(CC(=O)O)c1ccc2c(c1)OCO2 (stereo not given) | 27% | -2% | -1%
CCCOc1ccc(CNC(=O)C(CC)n2nc(C)c3sc4ccccc4c3c2=O)cc1 (stereo not given) | 23µM* | -12% | 21µM*
Cc1ccc2nc(SCC(=O)Nc3c(C)n(C)n(-c4ccccc4)c3=O)[nH]c2c1 | -17% | -2% | -16%
CCN(CC)CCSc1nc(O)c(-c2ccccc2)c(=O)[nH]1 | -22% | 1% | 5%
Cc1ccc(NC(=O)CSc2nc3sc(C)cc3c(=O)n2C)cc1 | ? | -5% | ?
COc1cc(Nc2ncc3c(n2)CCN(Cc2cc(F)cc(F)c2)C3)cc(OC)c1 | 3.7µM* | -1% | 4.6µM*
Cc1cc(C(=O)NCc2ccco2)cs1 | -12% | -9% | -13%
Cc1ccc(S(=O)(=O)NCc2ccccc2)cc1C(=O)NCC1CCCO1 (stereo not given) | ? | 3% | -4%
CC1=NN(c2cccc(F)c2)C(=O)/C1=C/c1ccc(N(C)C)cc1 | -10% | 3% | -13%
Cc1ccc(Nc2nnc(SC(C)C(=O)NCC3CCCO3)s2)cc1 (stereo not given) | -16% | -5% | ?
Cc1ccc(S(=O)(=O)/N=C(\N)Nc2nc(C)c3cc(C)ccc3n2)cc1 | ? | -1% | ?
CCOc1cc(/C=C2/N=C(c3ccc(C(C)(C)C)cc3)OC2=O)cc(Cl)c1OS(C)(=O)=O | ? | 1% | 18µM*
Cc1cc(-c2nc3cc(F)ccc3s2)ccc1N | -6% | / | -17%
O=C(Nc1ccc(S(=O)(=O)Nc2ncccn2)cc1)c1cncc(Br)c1 | -5% | -2% | -1%

Molecules above with a thiophene ring, fused or not, in the order listed:
SMILES | TDP1 cell noCPT | GCN5L2 inh | DT40 TDP1 CPT
CNC(=O)c1ccc(NC(=O)C2CCN(c3ncnc4sc(C)c(C)c34)CC2)cc1 | ? | -4% | ?
C/C(=N\OCC(=O)N/N=C/c1ccccc1)c1cccs1 | 5% | -4%[0.501 µM] | -12%
CCCOc1ccc(CNC(=O)C(CC)n2nc(C)c3sc4ccccc4c3c2=O)cc1 (stereo not given) | 23µM* | -12% | 21µM*
Cc1ccc(NC(=O)CSc2nc3sc(C)cc3c(=O)n2C)cc1 | ? | -5% | ?
Cc1cc(C(=O)NCc2ccco2)cs1 | -12% | -9% | -13%

As a working copy, part of the list above:
SMILES | TDP1 cell noCPT | GCN5L2 inh | DT40 TDP1 CPT
O=C(/C=C/Nc1ccccc1Oc1ccccc1)c1ccco1 | ? | -13% | 2%
COc1ccccc1C(CC(=O)O)c1ccc2c(c1)OCO2 (stereo not given) | 27% | -2% | -1%
CCCOc1ccc(CNC(=O)C(CC)n2nc(C)c3sc4ccccc4c3c2=O)cc1 (stereo not given) | 23µM* | -12% | 21µM*

Outcome played no part in choosing rows; any-hit rate near 18%.
